Compound activity (PubChem BioAssay)
FXIIa inh: inhibitors of human coagulation factor XIIa | 220,000 compounds, 0.3% hits | P00748 | inhibition, % at 5 µM | purified FXIIa, Boc-QGR-AMC fluorogenic substrate, 2 h | AID 800; in the data active = inhibition above about 40%;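 also: 0% = enzyme with no compound and 100% = blank without enzyme; many of its hits are not listed in these tables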
Target sequence (P00748 20-372 limits assumed): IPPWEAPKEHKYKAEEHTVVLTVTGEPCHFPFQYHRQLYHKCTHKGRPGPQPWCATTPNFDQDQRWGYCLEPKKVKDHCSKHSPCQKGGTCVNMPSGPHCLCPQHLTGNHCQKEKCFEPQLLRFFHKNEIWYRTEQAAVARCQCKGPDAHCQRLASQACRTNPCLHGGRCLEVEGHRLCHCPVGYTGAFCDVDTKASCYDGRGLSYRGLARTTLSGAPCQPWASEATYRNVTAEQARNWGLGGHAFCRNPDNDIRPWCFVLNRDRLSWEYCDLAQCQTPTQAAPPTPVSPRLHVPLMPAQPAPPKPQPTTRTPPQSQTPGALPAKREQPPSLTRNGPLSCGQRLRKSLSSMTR
Target sequence (P00748 373-615 limits assumed): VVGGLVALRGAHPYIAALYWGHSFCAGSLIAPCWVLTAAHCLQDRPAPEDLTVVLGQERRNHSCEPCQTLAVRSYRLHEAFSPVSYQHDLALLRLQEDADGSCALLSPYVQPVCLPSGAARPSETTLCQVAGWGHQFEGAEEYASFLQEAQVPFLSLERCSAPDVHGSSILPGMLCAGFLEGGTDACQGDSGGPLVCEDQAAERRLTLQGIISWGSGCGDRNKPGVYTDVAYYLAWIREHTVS
14-3-3 Bad inh: disrupts binding of bovine 14-3-3 zeta to phospho-Bad peptide | 220,000 compounds, 0.71% hits | TR-FRET 14-3-3zeta/Dy647-pBad peptide displacement, 1 h | inhibition, % at 21.7 µM;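 active = inhibition above about 70%, limit read from the data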;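 also: 0% = full 14-3-3 plus peptide FRET controls and 100% = background without 14-3-3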
Wee1 stabilizer: inhibitors of human Wee1 degradation; HeLa Luc-Wee1K328M stability, luciferase luminescence; 100% = proteasome inhibitor MG132 effect; reporter increase, % at 5 µM; 220,000 compounds, 1.2% hits;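 active = activation above the mean of all tested compounds plus 3 SD, set per screening run, cut at about 8.8% in these data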;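 also: cells exposed to compound for 20 h before luminescence read; 0% = DMSO alone and 100% = MG132 at 30 µM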
KLK5 inh: inhibitors of human kallikrein 5; Q9Y337; recombinant hK5, fluorogenic AMC substrate cleavage; inhibition, % at 5 µM; 210,000 compounds, 0.59% hits; AID 873;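 active = inhibition of 40% or more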;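 also: 0% = enzyme controls without compound and 100% = no-enzyme blanks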
Rad51 HR inh: blocks human Rad51 in homologous recombination; Q06609; AID 1385; hRad51 DNA strand exchange, fluorescence dequenching; inhibition, % at 10 µM; 200,000 compounds, 0.085% hits;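 active = inhibition above 40% at the single screening dose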;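 also: 0% = DMSO control wells and 100% = blanks with heterologous ssDNA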
Target sequence (Q06609 whole entry, looked up): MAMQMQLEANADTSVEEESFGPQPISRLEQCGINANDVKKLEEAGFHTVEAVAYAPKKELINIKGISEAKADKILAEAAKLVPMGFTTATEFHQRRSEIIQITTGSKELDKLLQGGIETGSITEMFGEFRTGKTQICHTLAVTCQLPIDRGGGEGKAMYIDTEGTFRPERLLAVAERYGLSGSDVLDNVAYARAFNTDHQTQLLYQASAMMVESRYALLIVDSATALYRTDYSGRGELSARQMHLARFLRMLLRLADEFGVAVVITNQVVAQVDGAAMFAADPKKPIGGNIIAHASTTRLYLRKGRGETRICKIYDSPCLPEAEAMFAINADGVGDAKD
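Material: hRad51 filaments on single-stranded DNA; Reagent: Donor/quencher-labelled 47-bp dsDNA substrate; Compound: 10 µM final, single point; Schedule: 37 °C 15-min filament assembly, 30-min compound preincubation, 15-min exchange; Technique: FRET fluorescence, excitation 485 nm, emission 520 nm; Benchmarks: control wells and blank wells on each plate.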
p97 ATPase inh: human p97 ATPase inhibition. P55072. inhibition, % at 8 µM. 220,000 compounds, 0.42% hits. recombinant p97 ATPase, Kinase-Glo ATP luminescence, 3 h; in the data active = inhibition above about 15%;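 also: 0% = DMSO vehicle and 100% = wells lacking enzyme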
FXIa inh 1536: inhibitors of human coagulation factor XIa; P03951; purified FXIa, Boc-Glu-Ala-Arg-AMC fluorogenic substrate; inhibition, % at 5 µM; 220,000 compounds, 0.14% hits; AID 798;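 active = inhibition of at least 40%; inactive = inhibition below 40%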;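 also: fluorescence of freed AMC excited at 355 nm; 0% = enzyme without compound and 100% = no enzyme blank; many of its hits are not listed in these tables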
Mdm2 ligase inh: blocks human Mdm2 ubiquitin ligase activity | AID 1230 | Q00987 | 210,000 compounds, 0.11% hits | signal enhancement, % at 5 µM | cell-based MDM2 ubiquitination luciferase reporter, 2 h; 0 = plate control, 100 = twice control, blank-subtracted;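 active = signal enhancement of 30% or more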;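 also: luminescence tracks abundance of the self-degrading MDM2-luciferase fusion protein; higher signal means inhibition of MDM2 E3 ligase activity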
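Test system: stable mammalian line carrying autodegrading MDM2–luciferase fusion reporter; quantity: 2000 cells in each well; times: 4 h cell settling then 2 h compound exposure, 37 °C; detection: luminescence with SteadyLite reagent, 15 min at room temperature; evaluation: percent signal gain over controls, blank-subtracted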
eIF4E 4G PPI: inhibitors of eIF4E and eIF4G interaction in translation initiation; P63073+Q04637; TR-FRET eIF4E-eIF4GI(517-606) binding, 2 h; inhibition, % at 21.7 µM; 220,000 compounds, 0.37% hits; AID 782;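 active = inhibition above about 30%, limit read from the data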;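 also: 0% = full FRET control wells and 100% = background wells lacking eIF4GI fragment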
* hit, by the source's call; · = no result given; [ ] = another dose, or the depositor's remark. Random draw from the library. Share with any hit: about 3.5%.

Start of the listing, in advance (17 entries):
FXIIa inh	Wee1 stabilizer	Rad51 HR inh	14-3-3 Bad inh	eIF4E 4G PPI	FXIa inh 1536	p97 ATPase inh	KLK5 inh	Mdm2 ligase inh	smiles
13	-1	16	-3	-2	3	3	4	·	Cc1cc2cc(C(=O)N3CCc4c([nH]c5ccccc45)C3c3ccccn3)ccc2o1 (stereo not drawn)
12	6	3	-14[fluorescence artefact?]	19	8	7	-11	-2	CCNC(=S)Nc1ccccc1-c1ccccc1
8	-2	10	-9	-1	4	5	-1	-4	CCC(C)Nc1nc2c(c(=O)n(C)c(=O)n2C)n1C (stereo not drawn)
18	-1	-8	-2	3	-3	8	3	-26	Cn1ccnc1C(O)(c1ccccc1)c1ccccc1
12	-1	22	10[fluorescence artefact?]	4	6	-4	-6	-3	CC(C(=O)Nc1ccccc1Oc1ccccc1)c1ccccc1 (stereo not drawn)
7	8	11	-14	-1	-1	6	2	-8	Cc1ccc(OCCn2c(=S)[nH]c3c(N)ncnc32)cc1
7	2	6	-18	3	-1	4	1	-5	O=C(O)c1cccc(N2C(=O)c3cccc4c(Cl)ccc(c34)C2=O)c1
3	2	1	-15	-5	-4	-2	-22	-2	CC(C)c1c(O)cc(-c2ccncc2)n(-c2ccc(Cl)cc2)c1=O
6	-3	-1	-5[fluorescence artefact?]	-6	0	-6	3	-5	Cc1cc(C)nc(Nc2n[nH]c(COc3ccc4ccccc4c3)n2)n1
7	0	-9	-1	2	12	5	6	-12	Nc1nonc1C(=O)NCCNc1ccc([N+](=O)[O-])cc1
10	·	4	-9	-16	3	·	-17	-8	COc1cccc(-c2nnc(NC(=O)c3cccc(F)c3)o2)c1
7	0	0	0	1	0	-2	1	·	CCO[C@@H]1OC(C(=O)N2CCN(Cc3ccc4c(c3)OCO4)CC2)=C[C@H](c2ccc(Br)cc2)[C@H]1CCCO
3	·	6	0[fluorescence artefact?]	13[fluorescence artefact?]	6	·	4	-12	O=C1Nc2ccccc2C12OCCS2 (stereo not drawn)
16	-2	24	-8	1	4	-3	-21	-11	CSCCC(CO)NC(=O)OCc1ccccc1 (stereo not drawn)
43*	6	-3	5	0[fluorescence artefact?]	8	-2	79*	-18	Nc1ccnn1Cc1cccs1
8	-3	3	-13	7	-10	-2	9	-14	COC(=O)c1sc(=S)sc1C(=O)OC
-1	3	13	-3	3	-4	5	-9	9	N#CC1=C(N)Oc2ccc3ccccc3c2C1c1cccnc1 (stereo not drawn)

The listing, previewed entries included:
FXIIa inh	Wee1 stabilizer	Rad51 HR inh	14-3-3 Bad inh	eIF4E 4G PPI	FXIa inh 1536	p97 ATPase inh	KLK5 inh	Mdm2 ligase inh	smiles
13	-1	16	-3	-2	3	3	4	·	Cc1cc2cc(C(=O)N3CCc4c([nH]c5ccccc45)C3c3ccccn3)ccc2o1 (stereo not drawn)
12	6	3	-14[fluorescence artefact?]	19	8	7	-11	-2	CCNC(=S)Nc1ccccc1-c1ccccc1
8	-2	10	-9	-1	4	5	-1	-4	CCC(C)Nc1nc2c(c(=O)n(C)c(=O)n2C)n1C (stereo not drawn)
18	-1	-8	-2	3	-3	8	3	-26	Cn1ccnc1C(O)(c1ccccc1)c1ccccc1
12	-1	22	10[fluorescence artefact?]	4	6	-4	-6	-3	CC(C(=O)Nc1ccccc1Oc1ccccc1)c1ccccc1 (stereo not drawn)
7	8	11	-14	-1	-1	6	2	-8	Cc1ccc(OCCn2c(=S)[nH]c3c(N)ncnc32)cc1
7	2	6	-18	3	-1	4	1	-5	O=C(O)c1cccc(N2C(=O)c3cccc4c(Cl)ccc(c34)C2=O)c1
3	2	1	-15	-5	-4	-2	-22	-2	CC(C)c1c(O)cc(-c2ccncc2)n(-c2ccc(Cl)cc2)c1=O
6	-3	-1	-5[fluorescence artefact?]	-6	0	-6	3	-5	Cc1cc(C)nc(Nc2n[nH]c(COc3ccc4ccccc4c3)n2)n1
7	0	-9	-1	2	12	5	6	-12	Nc1nonc1C(=O)NCCNc1ccc([N+](=O)[O-])cc1
10	·	4	-9	-16	3	·	-17	-8	COc1cccc(-c2nnc(NC(=O)c3cccc(F)c3)o2)c1
7	0	0	0	1	0	-2	1	·	CCO[C@@H]1OC(C(=O)N2CCN(Cc3ccc4c(c3)OCO4)CC2)=C[C@H](c2ccc(Br)cc2)[C@H]1CCCO
3	·	6	0[fluorescence artefact?]	13[fluorescence artefact?]	6	·	4	-12	O=C1Nc2ccccc2C12OCCS2 (stereo not drawn)
16	-2	24	-8	1	4	-3	-21	-11	CSCCC(CO)NC(=O)OCc1ccccc1 (stereo not drawn)
43*	6	-3	5	0[fluorescence artefact?]	8	-2	79*	-18	Nc1ccnn1Cc1cccs1
8	-3	3	-13	7	-10	-2	9	-14	COC(=O)c1sc(=S)sc1C(=O)OC
-1	3	13	-3	3	-4	5	-9	9	N#CC1=C(N)Oc2ccc3ccccc3c2C1c1cccnc1 (stereo not drawn)
5	2	-2	1	15	-17	2	20	-18	Cc1ccc(/C(O)=C/C(=O)C(=O)NC23CC4CC(CC(C4)C2)C3)cc1
20	1	6	3	-2	17	13	5	-17	Cc1cc(NC(=O)Cc2ccccc2)nc2c1c(=O)oc1ccccc12
2	-3	·	-11	9[fluorescence artefact?]	-1	10	-27	-24	Cc1[nH]c2ccccc2c1CCNC(=O)c1ccc2c(c1[N+](=O)[O-])C(=O)c1ccccc1C2=O
5	-1	-5	3	3	1	0	1	-22	Cc1cc(C)n2c(SCc3nnc(-c4cccs4)o3)nnc2n1
-8	0	-8	-7	-2	-8	1	-9	-12	Cc1cc(NC(C)C)n2c(nc3ccccc32)c1C#N
6	1	17	-3	2	-1	-1	-7	-11	C=CCn1nnnc1-c1cccc(Cl)c1
11	4	6	-6	-3	3	6	-1	-10	Cc1ccc(NC(=O)CCS(=O)(=O)c2ccccc2)cc1S(=O)(=O)N1CCOCC1
11	1	-2	16	1	-2	1	-2	-13	O=C(NC(=O)c1ccc(C(F)(F)F)cc1)Nc1ccc(-c2cnco2)cc1
10	0	-10	15	1	3	-4	-14	-2	Cn1nc(-c2ccccc2)c2ncc(C(F)(F)F)cc21
7	3	16	·	·	0	-4	2	-4	COc1nc(NC23CC4CC(CC(C4)C2)C3)nc(OC)n1
28	-1	1	-10	-2	19	-4	-25	-20	CC(C)[C@H](NC(=O)NCCc1ccc(Cl)cc1)C(=O)O
10	5	4	-12	-4	-1	2	5	32*	CCc1cc2c(=O)c(-c3nc4ccccc4n3C)c(CCCC(=O)O)oc2cc1OC(=O)C(C)(C)C
11	-3	7	-11	-2	-5	5	-11	-2	O=C(Nc1ccc(NC(=O)c2cc([N+](=O)[O-])ccc2N2CCOCC2)cc1)c1cccs1
19	-1	2	81*	-2	18	5	-8	-8	c1ccc2c(c1)oc1c(N3CCOCC3)ncnc12
6	3	-3	7[fluorescence artefact?]	0	4	1	-3	-14	COc1ccc(N2CCN(C(=O)C(OC(C)=O)c3ccccc3)CC2)cc1 (stereo not drawn)
6	1	-17	-6	0	2	2	6	-13	Cc1ccc[n+](Cc2ccc([N+](=O)[O-])cc2)c1
33	1	·	20	5	-18	-2	33	-14	CCOc1ccc(CSC(=N)N)cc1[N+](=O)[O-]
58*	1	-7	-8	2	-9	1	-15	-5	CCOC(=O)CSc1snnc1-c1ccccc1
10	0	0	4[fluorescence artefact?]	-6[fluorescence artefact?]	4	-1	-10	-10	CC(=O)c1cccc(NC(=O)CCCOc2ccc(C)cc2)c1
14	1	-2	25[fluorescence artefact?]	7	4	-4	-1	-31	N#CCCn1cc(C(CC(=O)c2ccc(Br)cc2)C(=O)O)c2ccccc21 (stereo not drawn)
14	-3	-13	29[fluorescence artefact?]	-2	5	6	-7	·	CC(C)N1CCc2c(sc(NC(=O)c3cc(-c4cccs4)nc4ccccc34)c2C(N)=O)C1
6	-1	-8	23	-2	-5	-5	-4	-5	CCOC(=O)CCCN1CC(O)=C(c2nc(-c3ccc(Cl)cc3)cs2)C1=N
17	4	4	-3	1	2	0	-12	21	Cc1sc(NC(=O)CCl)c(C(=O)c2ccccc2)c1C
14	2	-2	0	-1[fluorescence artefact?]	1	4	-4	-6	CC(SCC(=O)Nc1ccc(S(=O)(=O)N2CCCCC2)cc1)C(=O)O (stereo not drawn)
17	0	5	-3	-6	4	1	-13	-5	OC(CSc1ccccc1Cl)CN1CCN(c2ccccc2F)CC1 (stereo not drawn)
2	1	·	-11[fluorescence artefact?]	6	-1	2	-4	-10	Cc1ccc(Nc2nc(-c3ccc(S(=O)(=O)N4CCOCC4)cc3)cs2)cc1Cl
8	1	1	12	0	-5	-3	-8	-1	COc1cc(C)c(CNc2cc(C)cc(C)c2)cc1C
13	2	3	8	3	3	-3	-28	-8	CCOc1ccc2nc(N3CCCC(C(=O)NCCCN4CCOCC4)C3)sc2c1 (stereo not drawn)
3	1	-4	7	-4	9	-1	-20	-9	Cc1cc(NC(=O)C2Oc3ccccc3OC2C)no1 (stereo not drawn)
3	3	·	-3[fluorescence artefact?]	-7	-3	-2	-1	·	CC(Cc1cccs1)NC(=O)Nc1cccc(Cl)c1 (stereo not drawn)
10	-2	-8	-1[fluorescence artefact?]	8	5	6	-4	-9	COc1ccc(/C=N/N2CCN(C3c4ccccc4-c4ccccc43)CC2)cc1OC
14	2	17	-8	-4	17	4	-2	-14	Cc1ccc(S(=O)(=O)NCC(=O)OCC(=O)N2N=C(c3ccc(Cl)cc3)CC2c2ccco2)cc1C (stereo not drawn)
10	-2	-10	0	-12	1	3	-35	10	CCN(CC)C(=O)CN(C#N)c1nc(NC(C)C)nc(NC(C)C)n1
6	-2	2	12	1	-5	3	-2	-12	COC(=O)c1ccc(COc2ccc(C=O)cc2OC)o1
10	5	-5	-5	-1	4	2	1	-16	CC(=O)c1ccc(Nc2ccc(-c3ccccc3F)nn2)cc1
3	1	-20	-12[fluorescence artefact?]	-6[fluorescence artefact?]	6	9	-10	-1	O=[N+]([O-])c1ccc(/C=C2\CCC(C3=CCCC3)=C2N2CCOCC2)cc1
8	-1	3	-5	7[fluorescence artefact?]	-5	-3	-27	-16	CCn1c(COc2cccc(C)c2)nnc1SCC(=O)Nc1cccc(C(=O)OC)c1
9	5	-4	-11	-1	0	2	0	-3	O=S(=O)([O-])CCC[N+]1(CC#Cc2ccccc2)CCCCC1
-1	-3	1	4	0	-2	6	-8	-13	CC(=O)N(C)c1ccc(NS(=O)(=O)c2cc(Cl)ccc2Cl)cc1
